# ERK EGF inh: qHTS Assay for Inhibitors of the ERK Signaling Pathway using a Homogeneous Screening Assay; Stimulation with EGF. HEK293-V1b, EGF-stimulated phospho-ERK AlphaScreen. 0.41% of 130,000 active. Potency, µM (titrated, usually from 11.5 µM), for inactives: top-dose activity change, negative = inhibition, actives largely listed as inhibitors; active = well fitted inhibition curve with a large enough effect; inconclusive = small, poorly fitted or top-dose-only effect, or effect the other way;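 note: plate controls were stimulated vehicle wells for no effect and unstimulated vehicle basal for full effect; nearly all actives have a fitted effect of over 55% in size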
#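 In this qHTS, HEK293 cells with stable type-1 vasopressin (V1b) receptor were exposed to compound at 37C for 30 min, stimulated 5 min with EGF at 25 nM, lysed, and probed for phospho-ERK by AlphaScreen.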
# The depositor's hits bear a star; ? = inconclusive; [ ] = dose if it differs, or a comment. Potency is the fitted concentration of half-maximal effect. These rows are one share of the data. The share of hits here may be higher or lower than overall.
SMILES,ERK EGF inh
NC(Cc1ccc(O)cc1)c1cn([C@@H](CCC(=O)O)C(=O)N2CCNCC2)nn1 (some centres undefined),-15%[57.5 µM]
C[C@@H](C(=O)Cc1ccc2ccccc2c1)[C@@H]1C[C@@]1(C)[C@@H](NP(=O)(c1ccccc1)c1ccccc1)c1ccccc1,11%
c1ccc(-c2noc(CN3CCOCC3)n2)cc1,-2%
Cc1nnc(NC(=O)CSC2=NN3CCCC(=O)N=C3S2)s1,0%
CCOC(=O)C1CCCN(C(=O)CN2C(=O)/C(=C/c3ccc(OC)cc3)Oc3ccccc32)C1 (centres undefined),4%
Brc1ccc2c(c1)[C@H]1OCC[C@H]1[C@@H](c1cccs1)N2,-1%[57.5 µM]
CCOC(=O)C1CCN(c2ncnc3nc[nH]c23)CC1,2%
COc1ccccc1N1CCN(c2ccc([N+](=O)[O-])cc2Cl)CC1,?
O=C(CCc1nc2ccccc2n1-c1ccccc1)NCCO,-4%
CCOc1ccc(C(=O)CCC(=O)NC(CC(C)C)C(=O)OC)cc1 (centres undefined),3%
Cc1ccccc1C(=O)NC1CCN(CC(=O)Nc2c(C)cccc2C)CC1,0%
CCN(C(=O)CSC1=Nc2ccccc2C2CC=NN12)C1CCS(=O)(=O)C1 (centres undefined),0%[57.5 µM]
Cc1ccc(C(=O)Cn2c3[n+](c4ccccc42)CC(O)CS3)cc1 (centres undefined),5%
Nc1c(C(O)(C(F)(F)F)C(F)(F)F)ccc2ccccc12,6%[57.5 µM]
CNC1(c2nnnn2-c2ccccc2C)CCOC(C)(C)C1 (centres undefined),-5%[57.5 µM]
CS(=O)(=O)NCCNc1ncc(C(F)(F)F)cc1Cl,-1%
CCC(C)C(=O)Nc1nc2ccc(S(C)(=O)=O)cc2s1 (centres undefined),-1%
CCOC(=O)C1(Cc2ccccc2C(F)(F)F)CCN(C(=O)c2cc(C(C)=O)n[nH]2)CC1,-7%
O=C(Cn1nc2n(c1=O)-c1ccccc1SC2)N/N=C/c1cccs1,7%[57.5 µM]
CCC(CC)c1nnc(NC(=O)Cc2cccs2)s1,-5%

# Rewritten as labelled records: part of the list above
> CCC(C)C(=O)Nc1nc2ccc(S(C)(=O)=O)cc2s1 (centres undefined)
  ERK EGF inh: -1%

> CCOC(=O)C1(Cc2ccccc2C(F)(F)F)CCN(C(=O)c2cc(C(C)=O)n[nH]2)CC1
  ERK EGF inh: -7%

> O=C(Cn1nc2n(c1=O)-c1ccccc1SC2)N/N=C/c1cccs1
  ERK EGF inh: 7%[57.5 µM]

> CCC(CC)c1nnc(NC(=O)Cc2cccs2)s1
  ERK EGF inh: -5%

# Additional entries follow:
SMILES,ERK EGF inh
COc1cc([N+](=O)[O-])cc2sc(NC(=O)c3c(F)cccc3F)nc12,5%
CC(=O)N1N=C(c2ccc3ccccc3c2)OC1(C)C,1%
CN=c1sc2ccccc2n1CC(O)c1ccccc1 (centres undefined),-10%
COc1cc(C(=O)O)cc(NC(=O)c2cccs2)c1OC,2%
CC(C)OCC(O)CCc1n[nH]c(=S)n1-c1ccccc1 (centres undefined),9%
COc1ccc(S(=O)(=O)N2CCOCC2)c(C)c1C,2%
CCc1cc2cc(C)cc(C)c2nc1SCC(=O)N1CCCC1,5%
Fc1ccc(/C=N/n2cnn(Cc3ccccc3Cl)c2=S)cc1,9%
CCc1nnc(NC(=O)CSc2nnc(C)n2Cc2ccccc2)s1,-4%
COc1ccc(OC)c(S(=O)(=O)NC(N)=NCCc2ccccc2OC)c1,?
CCc1nc2ccccc2n1CCC(=O)O,3%
Cc1ccccc1Oc1ccc(NC(=O)C2CC=CCC2C(=O)O)cc1 (centres undefined),-13%
Cc1c(N2C(=O)CSC2c2ccccc2)c(=O)n(-c2ccccc2)n1C (centres undefined),4%[57.5 µM]
CCC1CCCCN1CCCNC(=O)c1cn(CC)c2ccc(S(=O)(=O)N3CCc4ccccc4C3)cc2c1=O (centres undefined),1%
CCCCC/C=C\C/C=C\C/C=C\C=C\C1CCCC(=O)O1 (centres undefined),4%
Cc1ccnc(NC(=O)Cc2ccc(F)cc2)n1,-8%[57.5 µM]
COC(=O)COc1cccc2c(=O)n(CC(=O)Nc3ccc4c(c3)OCCO4)ccc12,2%[57.5 µM]
CCOc1ccc(-c2nnc3ccc(SCC(=O)Nc4nc5ccccc5s4)nn23)cc1,5%
CCc1ccc(C2C(C#N)=C(N)OC3=C2C(=O)CCC3)s1 (centres undefined),2%
FC(F)(F)c1cnc(COc2ccc(Cl)cc2Cl)c(Cl)c1,-4%[57.5 µM]

# Nothing new here: an excerpt of the list.
SMILES,ERK EGF inh
COC(=O)COc1cccc2c(=O)n(CC(=O)Nc3ccc4c(c3)OCCO4)ccc12,2%[57.5 µM]
CCOc1ccc(-c2nnc3ccc(SCC(=O)Nc4nc5ccccc5s4)nn23)cc1,5%
CCc1ccc(C2C(C#N)=C(N)OC3=C2C(=O)CCC3)s1 (centres undefined),2%
FC(F)(F)c1cnc(COc2ccc(Cl)cc2Cl)c(Cl)c1,-4%[57.5 µM]

# Continuation:
SMILES,ERK EGF inh
O=C(c1ccc(Cl)c([N+](=O)[O-])c1)N1CCN(C(=O)c2ccco2)CC1,-3%
COc1ccc(/C=C(\C#N)C(=O)OCC(=O)NC(=O)NCCC(C)C)cc1,4%
COc1ccc(C2/C=C\CN(S(=O)(=O)c3cccc4cccnc34)CC(=O)N2Cc2ccc(F)cc2)cc1 (centres undefined),?
CCOC(=O)CSC(CC)C(=O)Nc1nnc(C(C)C)s1 (centres undefined),-10%
CC(C)[C@H](NC(=O)c1cccc(S(=O)(=O)N2CCOCC2)c1)C(=O)Nc1nccs1,-6%
COc1ccc(O)c(C(=O)c2cc(SCC(=O)O)c3nc4sc5c(c4c(=O)n3c2)CCCC5)c1,3%[57.5 µM]
Nc1[nH]ncc1-c1ccc(Cl)cc1,5%
O=C(O)c1nn2c(C(F)(F)F)cc(-c3cccs3)nc2c1Cl,1%
Cc1ccc(NC(=O)c2oc3ccc(S(=O)(=O)N4CCOCC4)cc3c2C)cc1C,-2%
Cc1nc(S(=O)(=O)Cc2ccccc2)nc2c1CCC2,-20%
Cc1nnc(SCC2=C(C(=O)O)N3C(=O)C(NC(=O)Cn4ncc(Cl)c4C)C3SC2)s1 (centres undefined),?
Cc1ccc(NC(=S)N2CCCC(O)C2)cc1 (centres undefined),0%
Cn1c(SCC(=O)N=Nc2c(O)[nH]c3ccccc23)nc2ccccc21,11%
Cn1nnnc1SCC(=O)Nc1ccc2c(c1)OCCO2,4%
CCn1nc([N+](=O)[O-])c(C(C#N)c2nc3ccccc3n2C)c(Cl)c1=O (centres undefined),2%
O=C(N/N=C/c1cc([N+](=O)[O-])ccc1O)c1ccc2c(c1)OCCO2,3%
Cc1ccc(C)c(NC(=O)CN(C)C(=O)COc2ncnc3sccc23)c1,10%
COc1ccc(C(=O)NCc2ccc(-n3cccc3)cc2)cc1OC,-8%
COC(=O)C1=C(Nc2ccccc2NS(=O)(=O)c2ccc(C(F)(F)F)cc2Cl)CSC1,-13%[57.5 µM]
COCCNC(=S)NCc1ccc2[nH]c3c(c2c1)CCCC3,2%

# Exported field by field: part of the list above
Cn1nnnc1SCC(=O)Nc1ccc2c(c1)OCCO2
  ERK EGF inh = 4%

CCn1nc([N+](=O)[O-])c(C(C#N)c2nc3ccccc3n2C)c(Cl)c1=O (centres undefined)
  ERK EGF inh = 2%

# New compounds follow:
SMILES,ERK EGF inh
O=C(NCc1ccc(Cl)cc1)c1cc([N+](=O)[O-])ccc1Cl,2%
Cn1nccc1NC(=O)COCC(=O)O,10%[57.5 µM]
Nc1ccn(-c2ncc(C(F)(F)F)cc2Cl)c(=O)n1,-10%
Cc1cccc(C)c1OCc1n[nH]c(=S)o1,2%
CN(C(=O)c1ccncc1)c1ccccc1,-13%[57.5 µM]
COc1cc(C(=O)Nc2nnc(C(F)(F)F)s2)c([N+](=O)[O-])cc1OC,7%
O=C(/C=C/c1ccccc1Cl)N(Cc1ccccc1)C1CCS(=O)(=O)C1 (centres undefined),0%
CCCn1cc(CN2CCC(Cc3ccccc3)(C(=O)OCC)CC2)c(C)n1,-1%[57.5 µM]
Cc1cccc(C(=O)N[C@H](C(=O)OCc2cc(=O)n3c(n2)sc2ccccc23)C(C)C)c1,-9%
COc1ccccc1-c1cc(=O)c2cccc(OC)c2o1,24%
C/C(=N/NC(=O)CNC(=O)c1ccccn1)c1ccccc1,-3%
Cc1ccc(CN(Cc2ccccc2)C(=S)NCC(=O)NCc2cccnc2)o1,-1%
O=C(c1ccco1)N1CCN(c2ncnc3scc(-c4ccc(F)cc4)c23)CC1,-5%
Cc1c(Cl)c(C(=O)NNC(=S)NCc2ccco2)nn1C,0%
CCOc1ccc(Oc2c(/C=N/NC(C)=O)c(C)nn2-c2ccccc2)cc1,12%
O=C(O)c1cc(-c2cccs2)nc2cc3c(cc12)OCCO3,-6%
NC(=O)c1ccc(NC(=O)COC(=O)/C=C/c2cccs2)cc1,-3%
COC(=O)[C@@]1(Cc2ccccc2)[C@H]2c3cc(C(=O)N4CCCC4)n(Cc4ccccc4)c3C[C@H]2CN1C(=O)c1ccccc1,1%
Cc1cc(C)nc(NS(=O)(=O)c2ccc(NC(=S)NC(=O)CC(C)C)cc2)n1,-1%
O=C(O)CC1(CC(=O)Nc2ccccc2C(=O)c2ccccc2)CCCC1,1%[57.5 µM]
CN1CCN(C(=S)NC(=O)/C=C/c2cccs2)CC1,-9%[57.5 µM]
CCCCN(CCCC)c1nc(-c2ccncc2)nc2ccccc12,?
Cc1cc(=O)[nH]c(-c2ccccc2OC(F)(F)F)n1,-2%[57.5 µM]
O=C(NCc1ccncc1)C(=O)N/N=C/c1cccnc1,-8%
CC(C)Cn1c(N)c(C(=O)COC(=O)C2CC(=O)N(Cc3ccccc3Cl)C2)c(=O)n(C)c1=O (centres undefined),4%
O=C(c1ccccc1)c1cnc(-c2ccccc2)s1,-2%
Cc1csc(NC(=O)CSc2ccc(-c3ccc(F)cc3)nn2)n1,-6%
COc1ccccc1Oc1ccc2c(c1)C(=O)N(CC1CCCO1)C2=O (centres undefined),-4%[57.5 µM]
O=C(Nc1ccc(Cl)cc1C(F)(F)F)c1ccccc1Cl,0%
Cc1ccc(CSCCNC(=O)CN2C(=O)c3ccccc3S2(=O)=O)cc1,2%
O=C(NNS(=O)(=O)c1ccccc1F)c1cc(-c2ccccc2)n[nH]1,-5%[57.5 µM]
Cc1ncsc1CCOC(=O)c1cccc([N+](=O)[O-])c1,-3%
Cc1cc(C(=O)N/N=C/c2ccc3c(c2)OCO3)c2ccccc2n1,-3%[57.5 µM]
COc1cc2c(cc1OC)C(CCc1ccccc1)=NCC2,0%[57.5 µM]
Cc1cc(CNC(=O)COc2ccc(C)c(C)c2)c2ccccc2n1,1%
O=C1c2ccccc2NC(c2ccccn2)N1c1ccccc1F (centres undefined),0%
Nc1cc(S(=O)(=O)Nc2ccccc2Cl)ccc1N1CCCC1,-5%[57.5 µM]
O=C(/C=C/c1cccc(Cl)c1)NCCN1CCOCC1,-2%
O=C(OCc1nc2ccccc2[nH]1)C1CCCCC1,-11%
Fc1ccc(-c2nc3cnccn3c2NC2CCCC2)cc1,1%
CCN(CC)S(=O)(=O)c1cccc(NC(=O)CNC2CCCCCC2)c1,-19%[57.5 µM]
CN1CCN(c2ccc(C(=O)c3ccccc3)cc2[N+](=O)[O-])CC1,8%
CNC(=O)CCC(=O)Nc1ccc(C)cc1,18%
CC(C)OCCCNC(=O)c1ccc2c(=O)n(Cc3ccc4c(c3)OCO4)c(=S)[nH]c2c1,1%
O=C(CSc1c(F)c(F)cc(F)c1F)Nc1ccc(C2SCCS2)cc1,?
COc1cc(C=Nc2cccc(C)c2)c(O)c([N+](=O)[O-])c1,4%
CCCSC1=C(C#N)C(c2cc(OC)ccc2OC)CC(=O)N1 (centres undefined),9%
CC[C@H](C)/C=C(C)/C=C/C1=CC2=CC(=O)[C@]3(C)OC(=O)[C@@H](C(C)=O)[C@@H]3C2=CO1,-6%[57.5 µM]
Cc1ccc(O)c(NC(=O)c2noc3c2CCc2ccccc2-3)c1,4%
O=C1CCCC(O)=C1N=Nc1c(Cl)cc(C(F)(F)F)cc1Cl,-6%[57.5 µM]

# Later entries.
SMILES,ERK EGF inh
Cc1ccc(NC(=O)c2cc(N3C(=O)C=CC3=O)ccc2N2CCOCC2)cc1,-3%
Cc1ccc(O)c(C(=O)c2cc(C#N)c(=O)n(Cc3ccccc3)c2)c1,0%
O=C1NC2c3ccccc3C(=O)N2c2c1cnn2-c1ccccc1 (centres undefined),10%
COc1ccc(C2CC(=O)N(CC(=O)NCC3CCCO3)c3ccccc3S2)cc1OC (centres undefined),3%
N#CC1=C(SCC(=O)NC23CC4CC(CC(C4)C2)C3)NC(=O)C(C#N)C12CCCCC2 (centres undefined),21%
CCOc1ccc(OCc2ccc(C(=O)N(CC)CC)cc2)cc1,3%
Cc1cc(C)n2nc(C(=O)N/N=C/c3ccccc3C)nc2n1,15%[57.5 µM]
CC1(C)Cc2c(sc(NC(=O)C3CC(Cl)=CCC3C(=O)O)c2C#N)CO1 (centres undefined),-3%
CNc1cccc2c1C(=O)c1ccccc1C2=O,10µM*
CC(C)C(=O)c1ccc(O)c(O)c1,5%[57.5 µM]
C[C@@]12CCC=C[C@H]1[C@H](c1ccc3ccccc3c1)N(Cc1ccccc1)C2=O,2%[57.5 µM]
NC(=O)CSc1cn(Cc2cccc(F)c2)c2ccccc12,-4%
CC(C)(CCl)C(=O)Nc1ccnc(-c2ccncc2)n1,7%
CN1C=CC=C/C1=C1\SC(=S)N(CC(=O)O)C1=O,0%
CCOC(=O)c1c(OCCO)nn(-c2ccccc2)c1N,-1%
Cc1ccc(C(=O)n2ncn(C)c2=S)cc1,4%
CCN(CC)CCNCc1ccc(OCc2ccc(Cl)nc2)c(OC)c1,-19%
COP(=O)(OC)C(Nc1ccc(C)cc1)c1ccc([N+](=O)[O-])cc1 (centres undefined),-5%

# Screening data as filed in PubChem BioAssay.
